BoNT A protease: inhibitors of Botulinum neurotoxin A light chain protease. multiplex microsphere protease substrate cleavage, flow cytometry. inhibition, % at 10 µM. 360,000 compounds, 0.17% hits. AID 588499; in the data active means inhibition above about 30%; inconclusive means no clear call, values can overlap the other calls; further: plate controls were buffer without enzyme for full effect and enzyme alone for no effect
BoNT-F LC inh: BoNT F light chain protease inhibition; AID 588497; Multiplex microsphere protease cleavage assay, flow cytometry; inhibition, % at 10 µM; 360,000 compounds, 0.22% hits; in the data active means inhibition above about 35%, passing the limit was not always enough; inconclusive means no clear call, values can overlap the other calls; further: plate controls were buffer without enzyme for full effect and enzyme alone for no effect
GDH-TPI counter: inhibits GDH-TPI coupling enzymes, artifact for Mtb FBA screen; 360,000 compounds, 1.2% hits; inhibition, % at 4.8 µM; GDH-TPI coupled enzyme counterscreen, NADH absorbance;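 further: 0% = DMSO wells and 100% = wells lacking the enzyme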
Mtb FBA inh: inhibits M. tuberculosis FBA enzyme | purified M. tuberculosis FBA, fluorescence read-out | 360,000 compounds, 2.3% hits | P9WQA3 | inhibition, % at 1 µM; in the data active means inhibition above about 27%;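 further: 0% = vehicle and 100% = reference inhibitor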
Target sequence (P9WQA3 whole entry, looked up): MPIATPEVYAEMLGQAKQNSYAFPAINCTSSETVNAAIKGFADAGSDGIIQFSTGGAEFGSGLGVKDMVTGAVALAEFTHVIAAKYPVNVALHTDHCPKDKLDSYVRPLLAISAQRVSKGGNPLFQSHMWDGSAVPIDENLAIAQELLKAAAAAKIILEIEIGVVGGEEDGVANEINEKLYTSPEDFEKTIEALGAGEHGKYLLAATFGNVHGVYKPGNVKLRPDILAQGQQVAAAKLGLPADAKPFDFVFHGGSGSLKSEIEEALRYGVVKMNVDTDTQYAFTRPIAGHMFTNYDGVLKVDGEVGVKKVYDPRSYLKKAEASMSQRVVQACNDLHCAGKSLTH
BioA inh: blocks M. tuberculosis BioA enzyme activity | purified M. tuberculosis BioA enzyme, plate reader | inhibition, % at 9.99 µM | 360,000 compounds, 0.096% hits | AID 602481; in the data active means inhibition above about 40%; inconclusive means no clear call, values can overlap the other calls
Mtb UGM inh: inhibitors of M. tuberculosis UDP-galactopyranose mutase; inhibition, % at 10 µM; purified UGM, fluorescence polarization probe displacement; 320,000 compounds, 0.06% hits; AID 504406; P9WIQ1; in the data active means inhibition above about 10%, passing the limit was not always enough; inconclusive means no clear call, values can overlap the other calls
Target sequence (P9WIQ1 whole entry, looked up): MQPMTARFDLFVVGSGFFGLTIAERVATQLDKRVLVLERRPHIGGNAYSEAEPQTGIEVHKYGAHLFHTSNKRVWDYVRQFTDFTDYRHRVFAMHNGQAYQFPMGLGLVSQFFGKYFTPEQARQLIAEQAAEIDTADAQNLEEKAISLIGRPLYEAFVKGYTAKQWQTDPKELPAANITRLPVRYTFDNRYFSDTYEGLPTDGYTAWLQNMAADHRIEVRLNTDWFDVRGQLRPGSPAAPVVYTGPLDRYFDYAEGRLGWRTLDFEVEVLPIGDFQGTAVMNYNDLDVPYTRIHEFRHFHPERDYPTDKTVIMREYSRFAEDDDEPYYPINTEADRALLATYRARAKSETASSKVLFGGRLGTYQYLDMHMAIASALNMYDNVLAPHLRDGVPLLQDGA
PrPC surface inh: cell surface PrPC inhibition, primary TR-FRET screen | 370,000 compounds, 0.43% hits | inhibition, % at 13.8 µM | TR-FRET read-out | P04156; in the data active means inhibition above about 24%; further: 0% = median of the test wells and 100% = reference compound wells
FadD28 FP inh: M. tuberculosis FadD28 bisubstrate binding inhibition; FadD28 bisubstrate probe binding, fluorescence polarization; inhibition, % at 12.5 µM; 360,000 compounds, 0.22% hits; in the data active means inhibition above about 8.5%, passing the limit was not always enough; inconclusive means no clear call, values can overlap the other calls
CCHF vOTU inh: blocks the CCHF virus ovarian tumor domain protease; CCHFV vOTU protease, Pep-AMC fluorescence; inhibition, % at 11.5 µM; 370,000 compounds, 0.55% hits; further: 0% = vehicle wells with enzyme and 100% = no enzyme wells
* marks the source's active call; other numbers are inactive results; ? = inconclusive; / = not tested or not shown. Unless noted, no stated cut-off is given here; in the data, active means inhibition above about 30%; inactive means the rest.

SMILES	BoNT A protease	BoNT-F LC inh	GDH-TPI counter	Mtb FBA inh	BioA inh	Mtb UGM inh	PrPC surface inh	FadD28 FP inh	CCHF vOTU inh
Cc1cc(Br)cc2c(C(=O)NCC3CCCO3)cc(-c3ccccc3)nc12 (configuration not stated)	0.7	3	0	-1	-2.4	4.1	9	-4.3	-8
O=C(Nc1ccc(NC(=O)c2cccs2)cc1)c1ccc2c(c1)OCO2	-1.3	-3	12	0	0.1	-1.7	-3	-2.0	-6
CC(=O)Nc1nc(-c2cc([N+](=O)[O-])cs2)cs1	0.0	1	6	4	/	-0.2	-20	-1.9	-10
CCCOc1ccc(Cc2nn3c(=O)/c(=C/c4ccco4)sc3nc2=O)cc1	0.3	11	17	0	-3.7	1.4	6	3.1	25
OC(CC#CCN1CCCC1)(c1ccccc1)c1ccccc1	-7.6	?	5	3	/	-0.1	-2	-4.1	10
C=CCn1c(C)nnc1SCC(=O)Nc1nc(C)c(C(=O)N(C)C)s1	1.4	8	4	5	-1.7	0.4	-1	-0.8	-10
C=C(COC(=O)CCC(=O)O)CC1CC(O)[C@]2(C)OC3CC4OC5C[C@]6(C)O[C@]7(C)CCC8OC9C[C@]%10(C)OC%11C(C)=CC(=O)OC%11CC%10OC9C[C@@H](C)C8OC7CC6O[C@]5(C)C/C=C\C4OC3CC2O1 (some centres not stated)	0.5	-7	-4	1	1.2	-1.3	/	-0.4	/
Cc1ccc([C@@H]2CC=C(C(=O)O)[C@H](c3cccc(Cl)c3)N2S(=O)(=O)c2ccc(C)cc2)cc1	-0.8	-10	6	-1	1.4	1.9	2	2.0	27
Cc1cc(NC(=O)CSc2nc(=O)n3cccc(C)c3n2)no1	-4.5	-4	14	3	1.4	0.0	1	-1.8	-7
CCO[C@H]1OC(C(=O)NC2CC2)=C[C@@H](c2csc3ccccc23)[C@@H]1CCCO	-0.4	-6	-4	-2	0.2	-1.4	12	-4.7	19
CCOc1ccc(NC(=O)CN(C)C(=O)CCSc2ccc(F)cc2)cc1OCC	0.9	6	-3	-1	1.0	1.0	7	-1.0	-3
COc1cccc(NC(=O)c2ccc(CN3CCc4ccccc4C3)cc2)c1	/	/	-2	1	1.6	-1.7	5	-2.0	-3
O=C(NC(=S)N1CCN(c2ccccc2)CC1)c1ccc(S(=O)(=O)N2CCOCC2)cc1	-1.5	-12	-3	2	-2.3	-3.1	1	-0.2	-5
Cc1c(Cl)cccc1NC(=S)N(Cc1ccccc1)Cc1cccnc1	0.3	-4	1	0	/	-0.2	4	-0.1	1
Cc1ccc(Nc2cc(-n3nc(C)cc3C)ncn2)cc1	-0.6	-2	3	2	-2.2	-0.2	2	-0.2	11
CC1(NC(=O)c2cccc(S(=O)(=O)N3CCCc4ccccc43)c2)CCS(=O)(=O)C1 (configuration not stated)	2.1	2	-3	0	-0.5	/	-5	-2.9	-4
CC[C@@H]1CCCCc2ccccc2[C@@H](C(=O)C[C@H](O)CC(C)=O)OC1=O	0.4	-4	9	3	0.8	0.0	-3	-0.3	-1
COc1ccc(OCCn2ccnc2)cc1	-4.3	-5	6	2	-1.9	-1.2	1	-2.0	-13
N#Cc1cc2cc3c(cc2nc1SCC(=O)N1CCOCC1)OCO3	-2.6	12	-3	3	-2.1	-0.6	2	-1.9	-5
CCn1c(N)c(Br)c(=O)[nH]c1=O	-0.5	-3	-3	1	/	-0.2	-3	-0.7	-13

Quoted from the listing.
FadD28 FP inh with CC[C@@H]1CCCCc2ccccc2[C@@H](C(=O)C[C@H](O)CC(C)=O)OC1=O → -0.3
GDH-TPI counter with CC1(NC(=O)c2cccc(S(=O)(=O)N3CCCc4ccccc43)c2)CCS(=O)(=O)C1 (configuration not stated) → -3

Continuation:
SMILES	BoNT A protease	BoNT-F LC inh	GDH-TPI counter	Mtb FBA inh	BioA inh	Mtb UGM inh	PrPC surface inh	FadD28 FP inh	CCHF vOTU inh
COc1ccc(C(=O)N(C)C(C)c2nccs2)cc1OC1CCN(C(C)=O)CC1 (configuration not stated)	0.0	-5	3	2	0.5	/	1	1.0	-1
COc1ccccc1N(CC(=O)Nc1cc(C)on1)S(=O)(=O)c1cccc(C(F)(F)F)c1	-0.3	-4	7	-1	-0.2	2.4	-5	-3.3	22
O=[N+]([O-])c1ccc(Cl)c(/C=N/N2CCN(Cc3ccccc3Cl)CC2)c1	-0.7	1	13	-1	2.2	-2.0	-1	0.3	-1
COc1ccc(NC(=O)C2CC(=O)N/C(=N/NC(=O)c3ccc(Cl)cc3)S2)cc1 (configuration not stated)	1.0	8	6	0	/	-1.4	8	-1.2	-5
CCCCNCCS(=O)(=O)NCc1ccccc1	0.1	-1	-8	-1	0.4	/	-2	-2.5	-5
CCOC(=O)CNC(=O)c1cccnc1Oc1ccc(Cl)cc1	1.1	5	-3	3	1.0	2.6	-4	0.0	0
Cc1cc(C)cc(NC(=O)C2CCCN(c3nccc(C)n3)C2)c1 (configuration not stated)	0.1	1	7	3	-0.5	1.2	/	0.8	/
O=C(COC(=O)c1cnccn1)c1ccc(OC(=O)c2ccccc2)cc1	-0.4	3	11	4	-1.3	0.8	-1	-1.0	4
CC(=O)c1cnn(-c2nc3c(C)cccc3s2)c1C	-0.7	0	11	10	0.3	-3.7	5	-2.0	2
Cc1c(C)c(C)c(S(=O)(=O)N2CCSCC2)c(C)c1C	-0.5	0	3	2	/	-0.2	6	-0.7	0

Already shown: entries from further up.
SMILES	BoNT A protease	BoNT-F LC inh	GDH-TPI counter	Mtb FBA inh	BioA inh	Mtb UGM inh	PrPC surface inh	FadD28 FP inh	CCHF vOTU inh
COc1ccc(NC(=O)C2CC(=O)N/C(=N/NC(=O)c3ccc(Cl)cc3)S2)cc1 (configuration not stated)	1.0	8	6	0	/	-1.4	8	-1.2	-5
CCCCNCCS(=O)(=O)NCc1ccccc1	0.1	-1	-8	-1	0.4	/	-2	-2.5	-5
CCOC(=O)CNC(=O)c1cccnc1Oc1ccc(Cl)cc1	1.1	5	-3	3	1.0	2.6	-4	0.0	0
Cc1cc(C)cc(NC(=O)C2CCCN(c3nccc(C)n3)C2)c1 (configuration not stated)	0.1	1	7	3	-0.5	1.2	/	0.8	/
O=C(COC(=O)c1cnccn1)c1ccc(OC(=O)c2ccccc2)cc1	-0.4	3	11	4	-1.3	0.8	-1	-1.0	4
CC(=O)c1cnn(-c2nc3c(C)cccc3s2)c1C	-0.7	0	11	10	0.3	-3.7	5	-2.0	2
Cc1c(C)c(C)c(S(=O)(=O)N2CCSCC2)c(C)c1C	-0.5	0	3	2	/	-0.2	6	-0.7	0

Carrying on:
SMILES	BoNT A protease	BoNT-F LC inh	GDH-TPI counter	Mtb FBA inh	BioA inh	Mtb UGM inh	PrPC surface inh	FadD28 FP inh	CCHF vOTU inh
O=S(=O)(NC1CCN(S(=O)(=O)c2ccc3c(c2)OCCO3)C1)c1c(F)cccc1F (configuration not stated)	-0.4	6	-6	0	-0.1	0.1	-5	0.2	-1
Cc1ccnn1CC(=O)N/N=C/c1c[nH]c2ccccc12	-2.3	?	4	3	-1.0	1.7	2	-1.7	12
O=C1OC2(CCCCC2)OC(=O)C1=CNc1nc2ccccc2s1	-0.1	3	-6	-2	-0.6	1.9	4	-4.1	-1
COc1ccc(Nc2nc(N3CCCCC3)c3ccccc3n2)cc1	-0.3	5	1	-1	-0.3	-0.7	22	-1.9	5
O=C(C[n+]1cc(Br)cc(Br)c1)c1ccc(Cl)cc1	8.0	-11	-2	5	0.9	-1.4	12	0.8	5
Cc1noc(C)c1COC(=O)c1ccc2c(c1)OCO2	0.0	-16	2	3	-1.6	2.2	5	-0.5	-7
COc1cccc(NC(=O)CSc2nc3ccccc3nc2N2CCOCC2)c1	1.2	-1	17	3	-0.5	-0.2	-1	0.0	5
O=C1OCCN1C(=O)[C@H]1[C@H](c2ccc([N+](=O)[O-])cc2)C(c2ccccc2)=NN1c1ccccc1	0.4	0	16	-3	-0.6	/	7	-0.1	3
CCCCN(C(=O)c1ccc2c(c1)S(=O)(=O)N=C1CCCCCN12)c1c(N)n(CCCC)c(=O)[nH]c1=O	1.1	-6	-6	3	/	-2.3	-6	-1.2	-10
CCCCn1c(CN2CCN(C(=O)c3ccco3)CC2)nc2c1c(=O)n(C)c(=O)n2C	0.9	0	-3	2	1.2	-1.7	-12	-2.3	6
CC(C)c1ccc2oc(-c3ccc(NC(=O)c4ncn[nH]4)cc3)nc2c1	0.5	-2	/	/	/	-2.0	1	-6.5	2
CNc1nc(-c2ccc3c(c2)CCN3C(=O)c2ccc(F)cc2)cs1	1.1	-4	6	6	-1.1	/	-6	0.2	3
CCOC(=O)N1CCN(C(=O)COC(=O)C2CCN(S(=O)(=O)c3ccc(C)c(C)c3)CC2)CC1	0.7	1	-9	1	-1.1	3.7	-4	-2.3	-10
CCOC(=O)[C@]12CCC=C1N(Cc1ccccc1)C(=O)[C@H](CC(=O)N1CCCCC1)C2	0.0	2	/	/	/	/	-3	/	14
CCOC(=O)Cc1csc(NC(=O)COc2ccccc2OCC)n1	7.7	14	12	-2	-1.1	3.0	0	0.7	2
Cc1cc(C)n(-c2nnc(Cl)c3ccccc23)n1	0.6	2	0	0	/	0.9	12	-0.7	-2
Cc1cccnc1NC(=O)COc1ccc2c(c1)CCC2	-0.8	13	-9	4	-0.6	0.4	-2	-0.8	-2
CC(=O)Oc1ccc(Cn2c(C)c(C(=O)NCc3ccccc3C(F)(F)F)sc2=O)cc1	0.2	-1	5	1	0.1	/	3	-5.0	5
Cc1ccc(NC(=O)N2CCC(C(=O)NCc3ccc(F)cc3)CC2)cc1	-0.9	-4	2	-1	-1.7	0.6	0	-1.0	-2
CC(C)[C@H](NC(=O)c1ccc(F)cc1)C(=O)OCC(=O)NC(=O)c1cccn1C	0.1	-6	1	0	0.5	0.6	3	2.1	-6
COc1cc(OC)cc(-c2nc3ccccc3s2)c1	-2.1	-6	7	9	1.0	-3.4	0	-12	-1
COc1ccc(NC(=O)c2cc(S(=O)(=O)Nc3ccc(OC)cc3)cs2)cc1	-0.8	-4	-10	-2	0.6	-2.2	7	-5.5	-1
C=CCn1c(SCC(=O)c2cc(C)n(CC3CCCO3)c2C)nnc1-c1ccccc1 (configuration not stated)	-0.6	9	16	2	-0.5	-1.3	-1	-1.3	-2
CC(=O)N1CCCN(C(=O)c2ccc3nc(Cc4cccc(Cl)c4)oc3c2)CC1	4.0	6	-4	-1	0.0	-1.4	5	-3.5	-1
C=CCc1c(OC(C)=O)c2ccccc2n(C)c1=O	-0.5	4	4	4	-1.6	-1.1	7	-0.7	-8
Cc1ccc(Cn2ncc(C)c2N)o1	-0.1	2	0	2	/	-0.1	3	-0.7	11
CCOc1ccc(S(=O)(=O)Nc2cc(S(=O)(=O)N3CCOCC3)ccc2OC)cc1	-0.5	4	-4	-3	1.1	-1.1	1	-4.6	0
Cc1cc(Cn2nnnc2-c2ccncc2)cc(C)c1O	-4.8	-21	6	7	14	-2.3	2	-1.1	-5
Cc1ccc(/C=C/C(=O)c2cc(Br)ccc2OC(=O)c2ccco2)cc1	-2.6	-14	23	3	0.4	-0.6	-4	-2.9	18
Cc1cc(NC(=O)c2ccc(S(=O)(=O)Nc3ccccc3)cc2)no1	0.0	5	8	-6	1.8	0.2	1	-2.5	-1
COc1ccc(OC)c(NC(=O)CCC(=O)Nc2nnc(C(F)(F)F)s2)c1	0.3	-8	5	2	-2.5	1.6	-8	-1.9	4
CC(C)Cc1nnc(NC(=O)c2cc(S(=O)(=O)N(C)C)ccc2N2CCCC2)s1	-3.3	-6	5	-2	-0.7	-0.1	-1	0.4	9
Cc1ccc(C(=O)OCC(=O)N2CCC(c3ccccc3)=N2)cc1	0.1	-7	-5	0	-0.5	-1.7	0	-4.5	-7
CCCCCCc1c(C)c2ccc(OCC(=O)N[C@@H](Cc3ccccc3)C(=O)O)cc2oc1=O	0.2	-2	12	73*	20	0.2	5	-5.9	4
